# Wnt act = activators of Wnt/beta-catenin signaling. Wnt/beta-catenin reporter cell assay, activator, plate reader. activation, % at 9.35 µM. hit rate 1.2% among 300,000. AID 743398; in the data active = activation above about 30%, passing the limit was not always enough;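 note: 0% = neutral control wells and 100% = positive control wells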
# phage Ecoli inh = E. coli growth loss with phage present | growth absorbance | inhibition, % at 11.9 µM | hit rate 0.26% among 360,000 | AID 651602; in the data active = inhibition above about 11%
# E coli growth = counter-screen for AddAB inhibitors: E. coli growth inhibition; inhibition, % at 11.9 µM; E. coli V3065 growth, OD600 absorbance, 18 h; AID 449728; hit rate 0.27% among 330,000;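 active = inhibition above the campaign's mean inhibition across all tested compounds plus 3 SD, cut at about 9.9% in these data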;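 note: uninfected addAB+ strain grown without phage in ampicillin broth; 0% = DMSO wells and 100% = ciprofloxacin 0.95 µg/ml wells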
# SR-BI uptake up = activators of SR-BI mediated HDL lipid uptake; CHO ldlA[mSR-BI] cells, DiI-HDL uptake fluorescence, 3 h; 100 = double the neutral-control signal; activation, % at 12.5 µM; hit rate 0.096% among 320,000; AID 504775;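 active = mean replicate activation of at least 60% and every replicate at or above 60%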;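 note: 0% = median plate neutral-control signal and 100% = twice that signal; values of inactives mirror those of a sister screen read the other way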
#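 Material: SR-BI-overexpressing, LDLR-lacking CHO cells; schedule: compound exposure 3 h, 37 °C; reagent: DiI-labelled HDL at 10 µg/mL final; technique: bottom-read fluorescence, 550/595 nm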
# MITF TRPM1 HTS = MITF TRPM1 promoter activation in melanoma cells. activation, % at 12.5 µM. SK-MEL-5 TRPM1-promoter luciferase, 24 h; % of positive control, neutral wells = 0. hit rate 0.75% among 300,000. AID 588334;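 active = mean activation of at least 80% with every replicate also reaching 80%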;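 note: 0% = neutral control wells and 100% = parthenolide positive control wells; values of inactives mirror those of a sister screen read the other way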
# CAL PDZ FP-1 = human CAL PDZ-peptide interaction inhibition | hit rate 0.02% among 330,000 | Q9HD26 | purified CAL PDZ, TMR-peptide fluorescence polarization, 1 h | inhibition, % at 20 µM | AID 504414;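 active = highest replicate inhibition of at least 40%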;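 note: plate controls were DMSO neutral control wells for no effect and unlabeled competitor peptide control wells for full effect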
#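 Assay system – tagged CAL PDZ protein CerCALP, purified · Timing – 1 h at RT · Compound – single point, 20 µM · Measured by – fluorescence polarization from S- and P-plane intensities, G-factor corrected · Evaluation – inhibition from polarization loss · Probe or stimulus – TMR reporter peptide T*-PRC34 · Buffer or medium – pH 7.4 phosphate-saline buffer, reducing agent, detergent, IgG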
# CAL PDZ FP-2 = blocks peptide binding to the human CAL PDZ domain; AID 602252; Q9HD26; inhibition, % at 24.9 µM; hit rate 0.92% among 300,000; purified CAL PDZ, TMR-peptide fluorescence polarization, 1 h;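 active = mean inhibition of at least 30% with at least half of replicates also reaching 30%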;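 note: 0% = DMSO neutral control and 100% = excess unlabeled competitor peptide PRC23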
# Tat export inh = blocks Tat-dependent protein export in E. coli. AID 488895. hit rate 0.036% among 340,000. E. coli MC4100 TorA-mCherry Tat export, fluorescence. inhibition, % at 10 µM;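 active = mean replicate inhibition at least 50% and at least half of replicates individually reaching 50%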;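 note: exported cargo escapes ClpAP degradation while cytoplasmic cargo is degraded and loses fluorescence; 0% = median of neutral control wells and 100% = median of NaSCN control wells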
# SR-BI HDL uptake = mouse SR-BI HDL lipid transfer inhibition. ldlA[mSR-BI] CHO cells, DiI-HDL uptake fluorescence, 3 h. inhibition, % at 12.5 µM. hit rate 0.96% among 320,000. AID 488896;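 active = mean replicate inhibition of at least 70% and a set share of replicates each scoring 70 or more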;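 note: 0% = median of neutral control wells and 100% = median of positive control wells; values of inactives mirror those of a sister screen read the other way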
# Target sequence (Q61009 whole entry, looked up): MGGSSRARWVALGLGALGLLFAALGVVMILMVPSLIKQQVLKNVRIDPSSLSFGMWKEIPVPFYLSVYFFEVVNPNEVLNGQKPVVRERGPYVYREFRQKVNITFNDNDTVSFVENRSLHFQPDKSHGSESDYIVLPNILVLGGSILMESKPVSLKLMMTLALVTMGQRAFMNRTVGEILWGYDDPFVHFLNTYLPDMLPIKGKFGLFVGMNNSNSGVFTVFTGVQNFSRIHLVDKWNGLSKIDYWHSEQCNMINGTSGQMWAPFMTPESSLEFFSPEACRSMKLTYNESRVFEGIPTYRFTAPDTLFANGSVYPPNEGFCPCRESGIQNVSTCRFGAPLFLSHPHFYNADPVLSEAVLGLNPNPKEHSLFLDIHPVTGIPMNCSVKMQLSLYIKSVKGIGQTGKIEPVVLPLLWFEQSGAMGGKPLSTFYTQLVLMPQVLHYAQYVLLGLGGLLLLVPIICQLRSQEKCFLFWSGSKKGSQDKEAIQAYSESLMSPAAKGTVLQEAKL
# AddAB inh = less growth of phage-infected E. coli with AddAB | E. coli expressing H. pylori AddAB, absorbance growth | AID 435030 | inhibition, % at 11.9 µM | hit rate 0.29% among 330,000; in the data active = inhibition above about 12%;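 note: 0% = vehicle wells of infected cells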
# * = called active by the depositor; nt = no result given.
SMILES,Wnt act,phage Ecoli inh,E coli growth,SR-BI uptake up,MITF TRPM1 HTS,CAL PDZ FP-1,CAL PDZ FP-2,Tat export inh,SR-BI HDL uptake,AddAB inh
CCOc1ccc(NC(=O)COC(=O)C23CC4CC(CC(C4)C2)C3)c([N+](=O)[O-])c1,-1,2.8,0.0,-10,11,0.0,-2,-2,10,0.5
CCc1ccc(C(=O)N2CCN(S(=O)(=O)c3sc(C(=O)O)c(C)c3C(=O)O)CC2)cc1,0,3.6,-0.7,5,14,-1.3,2,-11,-5,-1.6
NC(=O)C1(N2CCCCC2)CCN(S(=O)(=O)c2ccc(Cl)s2)CC1,-2,-0.8,1.2,9,24,-2.8,-1,-4,-9,3.0
COc1cccc(NC(=O)COC(=O)c2ccc(S(=O)(=O)NCc3ccco3)cc2)c1,-3,-0.3,1.6,4,3,-0.9,-5,3,-4,1.1
CN1C[C@@H]2[C@@H]3C(=O)N(Cc4ccccc4)C(=O)[C@@H]3[C@](C)(C1=O)N2C(=O)c1ccccc1,0,-0.2,nt,14,-4,-1.0,-5,-3,-14,nt
CN1CCN(c2ccccc2NC(=O)C(Cc2ccccc2)n2cccc2)CC1 (centres undefined),-10,2.6,-0.3,18,nt,-1.5,-7,-9,-18,-2.0
Cc1n[nH]c(=S)n1/N=C/c1ccc(-c2ccc(Cl)cc2)o1,-4,-0.1,0.3,nt,nt,nt,nt,nt,nt,3.5
CCCCSCCCNC(=O)C1CCC(CNS(=O)(=O)c2ccc(NC(C)=O)cc2)CC1 (centres undefined),1,2.5,nt,-8,-9,-0.5,-3,-7,8,nt
COc1cc(/C=N/NC(=O)c2csc3c2CCCC3)cc(OC)c1O,-12,2.5,0.2,-3,1,-1.2,0,-11,3,3.9
Cc1ccc(C(=S)N2CCN(Cc3ccccc3)CC2)cc1,-2,4.7,-0.4,11,-8,nt,-1,7,-11,3.4
COc1ccccc1CNC(=O)CCCn1nc(C)c2c(C)n(-c3ccccc3)nc2c1=O,0,3.8,-2.1,-24,-5,-1.8,7,-1,24,3.1
O=C(NC1CCCCCC1)c1ccccc1-c1ccccc1,-2,2.4,2.1,-7,3,-0.2,1,0,7,3.4
O=C(O)C=C1CCN(c2ncc(C(F)(F)F)cc2Cl)CC1,19,5.7,-0.7,8,nt,-1.6,-4,-2,-8,-0.3
C/C(=N\Nc1cccc([N+](=O)[O-])c1)c1cc2ccccc2o1,3,2.2,2.7,-22,51,1.2,-3,-7,22,2.1
CC(OC(=O)c1nsc(Cl)c1Cl)C(=O)NCc1cccs1 (centres undefined),nt,1.5,-0.9,9,-9,0.1,-3,0,-9,-2.2
COCCNC(=O)c1onc(CSc2ccc(F)c(F)c2)c1C(=O)NCCOC,-2,1.6,-1.3,23,-2,0.9,-5,3,-23,-1.8
CCCCNC(=O)NCCN1CCOCC1,0,1.7,1.2,36,nt,-0.4,nt,-5,-36,1.9
C=CCOC(=O)C1=C(C)NC(=S)C(C#N)(CC=C)C1c1ccccc1Cl (centres undefined),0,-0.7,-2.2,nt,nt,nt,nt,nt,nt,-3.2
Cc1cccc(NC(=O)Nc2ccc(Oc3c(F)c(F)c(F)c(F)c3F)cc2)c1,-7,0.0,-0.5,19,-9,-2.1,-1,-8,-19,2.0
O=C(CSc1ccccn1)N1CCN(c2ncc(C(F)(F)F)cc2Cl)CC1,3,0.4,-1.6,-4,-1,-0.3,nt,3,4,3.5
O=C(Cc1ccc(F)cc1)NCCS(=O)(=O)N1CCN(c2cccc(Cl)c2)CC1,-6,1.0,4.4,5,1,1.5,3,-14,-5,4.1
CC(=O)N1CCN(C(=O)COc2ccc(Br)cc2)CC1,nt,-0.1,0.2,nt,2,0.0,-2,-8,-19,-0.2
COc1cc(CC(=O)OCC(=O)Nc2ccc(N(C)C)cc2)cc(OC)c1OC,-1,0.6,1.1,-15,-4,1.2,1,-8,15,1.2
CN(Cc1ccccc1)C(=O)CN1C(=O)c2ccc([N+](=O)[O-])cc2C1=O,-1,-1.1,0.6,nt,-12,-1.5,-7,-3,nt,-2.5
CC1=CC(c2ccccc2)=Nc2ccc(C)cc2N1,16,5.9,3.8,-5,25,-2.1,0,-4,5,2.8

# Already shown: entries from further up.
SMILES,Wnt act,phage Ecoli inh,E coli growth,SR-BI uptake up,MITF TRPM1 HTS,CAL PDZ FP-1,CAL PDZ FP-2,Tat export inh,SR-BI HDL uptake,AddAB inh
O=C(NC1CCCCCC1)c1ccccc1-c1ccccc1,-2,2.4,2.1,-7,3,-0.2,1,0,7,3.4
O=C(O)C=C1CCN(c2ncc(C(F)(F)F)cc2Cl)CC1,19,5.7,-0.7,8,nt,-1.6,-4,-2,-8,-0.3
C/C(=N\Nc1cccc([N+](=O)[O-])c1)c1cc2ccccc2o1,3,2.2,2.7,-22,51,1.2,-3,-7,22,2.1
CC(OC(=O)c1nsc(Cl)c1Cl)C(=O)NCc1cccs1 (centres undefined),nt,1.5,-0.9,9,-9,0.1,-3,0,-9,-2.2
COCCNC(=O)c1onc(CSc2ccc(F)c(F)c2)c1C(=O)NCCOC,-2,1.6,-1.3,23,-2,0.9,-5,3,-23,-1.8
CCCCNC(=O)NCCN1CCOCC1,0,1.7,1.2,36,nt,-0.4,nt,-5,-36,1.9
C=CCOC(=O)C1=C(C)NC(=S)C(C#N)(CC=C)C1c1ccccc1Cl (centres undefined),0,-0.7,-2.2,nt,nt,nt,nt,nt,nt,-3.2
Cc1cccc(NC(=O)Nc2ccc(Oc3c(F)c(F)c(F)c(F)c3F)cc2)c1,-7,0.0,-0.5,19,-9,-2.1,-1,-8,-19,2.0
O=C(CSc1ccccn1)N1CCN(c2ncc(C(F)(F)F)cc2Cl)CC1,3,0.4,-1.6,-4,-1,-0.3,nt,3,4,3.5
O=C(Cc1ccc(F)cc1)NCCS(=O)(=O)N1CCN(c2cccc(Cl)c2)CC1,-6,1.0,4.4,5,1,1.5,3,-14,-5,4.1
CC(=O)N1CCN(C(=O)COc2ccc(Br)cc2)CC1,nt,-0.1,0.2,nt,2,0.0,-2,-8,-19,-0.2
COc1cc(CC(=O)OCC(=O)Nc2ccc(N(C)C)cc2)cc(OC)c1OC,-1,0.6,1.1,-15,-4,1.2,1,-8,15,1.2
CN(Cc1ccccc1)C(=O)CN1C(=O)c2ccc([N+](=O)[O-])cc2C1=O,-1,-1.1,0.6,nt,-12,-1.5,-7,-3,nt,-2.5
CC1=CC(c2ccccc2)=Nc2ccc(C)cc2N1,16,5.9,3.8,-5,25,-2.1,0,-4,5,2.8

# (listing goes on)
SMILES,Wnt act,phage Ecoli inh,E coli growth,SR-BI uptake up,MITF TRPM1 HTS,CAL PDZ FP-1,CAL PDZ FP-2,Tat export inh,SR-BI HDL uptake,AddAB inh
COc1cc(/C=C2\C(=O)ON=C2c2ccccc2)cc(Br)c1O,2,-1.1,1.8,14,-18,-0.4,0,0,-14,-1.1
O=C1NC(=S)SC1=Cc1cccs1,-3,2.5,nt,19,0,-1.7,nt,-2,-19,nt
CC(C)(C)OC(=O)N1CCN(C(=O)c2[nH]cnc2C(=O)Nc2ccc(Cl)cc2)CC1,-2,2.2,2.5,-36,25,-0.4,0,9,36,0.8
COc1ccc2nc(NC(=O)CCNC(=O)c3ccccc3Cl)sc2c1,0,5.2,-1.6,2,6,0.1,-4,4,-2,-1.5
COc1ccccc1/C=C/CN1CCN(c2ccccc2)CC1,-3,-1.2,3.0,14,-3,-1.7,1,2,-14,1.8
COc1cc(OC)c(C2=NOC(C(=O)Nc3ccc4c(c3)OCO4)C2)cc1Cl (centres undefined),-2,1.5,-0.8,-17,-6,-2.7,9,-9,17,-1.9
O=C(CC1C(=O)N(c2ccc(Cl)cc2)C(=S)N1CCc1ccncc1)Nc1ccc(F)cc1 (centres undefined),-2,1.6,1.7,-7,-18,-0.2,-1,6,7,2.0
O=C(Oc1ccc(=O)n(-c2ccccc2)n1)c1cccc(Cl)c1,nt,1.8,-1.2,12,7,0.7,-6,-4,-12,3.1
O=S(=O)(Nc1ncccn1)c1ccc(NC(=S)NCc2cccnc2)cc1,0,2.8,-1.3,5,6,-2.6,0,-7,-5,2.6
CC(OC(=O)c1nn(C(C)C)c(=O)c2ccccc12)C(=O)Nc1ncc(Cl)cc1Cl (centres undefined),-3,4.7,1.2,4,-4,-0.8,0,1,-4,-0.7
O=S(Cc1ccccc1)CC(O)(c1ccc(Cl)cc1)c1ccc(Cl)cc1 (centres undefined),-3,1.9,-1.1,1,nt,-0.7,-3,18,-1,2.3
CCN(CC)C(=S)SCc1csc(CC(=O)Nc2ccccc2C)n1,-1,0.3,-0.2,-27,-17,-1.6,-1,1,27,-0.1
CCn1cc(-c2csc(N)n2)c(C)n1,5,1.8,0.0,6,-6,-1.9,-4,1,-6,0.0
CCn1c2ccccc2c2cc(NC(=O)CSc3nnnn3-c3ccccc3)ccc21,nt,1.5,-1.4,-16,-16,-0.2,-2,11,16,3.8
N=c1c2c(ncn1CCCO)Oc1c(ccc3ccccc13)C2c1ccccc1 (centres undefined),42*,1.3,0.5,12,-32,-1.0,-3,-8,-12,0.4
Cc1nn(C)c(C(=O)Nc2cccc(Nc3ccccc3)c2)c1[N+](=O)[O-],-1,-0.1,-1.5,-56,12,-0.4,-3,-1,56,-1.0
Cc1cc(C(=O)OCC(=O)Nc2nnc(C(C)C)s2)c2ccccc2n1,-1,2.1,-1.6,-29,2,-1.7,-2,-3,29,1.7
CCCC(=O)N1CCc2cc(OC)c(OC)cc2C1COc1ccccc1OC (centres undefined),1,-0.9,-2.5,9,nt,-2.5,-2,3,-9,0.8
